# PKA-R2B act = activators of human PKA-R2B complex. PKA-R2B holoenzyme dissociation, Cy5-IP20 fluorescence polarization; R2B truncated from residue 108, S112A mutant; 0% DMSO only, 100% 113 µM cGMP. activation, % at 11.4 µM. hit rate 0.079% among 340,000. AID 504700;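 active means activation above a cutoff set at the mean over all compounds plus 3 SD, cut at about 18% in these data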;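 further: higher means more holoenzyme dissociation and a rise in polarization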
# Target sequence (P31323 whole entry, looked up, other chains not shown, the tested form may be a part): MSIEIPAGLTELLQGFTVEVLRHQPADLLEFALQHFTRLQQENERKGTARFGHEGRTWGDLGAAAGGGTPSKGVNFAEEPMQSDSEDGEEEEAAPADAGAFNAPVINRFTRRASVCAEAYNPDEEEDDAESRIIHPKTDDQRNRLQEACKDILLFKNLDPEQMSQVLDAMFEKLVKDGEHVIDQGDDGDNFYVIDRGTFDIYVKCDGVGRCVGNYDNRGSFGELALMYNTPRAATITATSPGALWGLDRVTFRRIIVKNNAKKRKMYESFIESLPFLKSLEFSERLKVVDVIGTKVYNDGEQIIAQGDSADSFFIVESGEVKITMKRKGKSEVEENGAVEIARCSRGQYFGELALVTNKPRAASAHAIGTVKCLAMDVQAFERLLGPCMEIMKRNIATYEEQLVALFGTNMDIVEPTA
# HTR5A inv ag = counter-screen for OPRM1-OPRD1 inverse agonists: human HTR5A inverse agonism | P47898 | HTR5A cell line, luminescence | inhibition, % at 9.3 µM | hit rate 0.083% among 340,000 | AID 504634; in the data active means inhibition mostly above about 23%, no sharp cut-off; inactive means mostly below about 18%;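 further: 0% = cells with DMSO and 100% = no-cell wells with DMSO; some compounds called inactive have numbers as strong as hits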
# Target sequence (P47898 whole entry, looked up): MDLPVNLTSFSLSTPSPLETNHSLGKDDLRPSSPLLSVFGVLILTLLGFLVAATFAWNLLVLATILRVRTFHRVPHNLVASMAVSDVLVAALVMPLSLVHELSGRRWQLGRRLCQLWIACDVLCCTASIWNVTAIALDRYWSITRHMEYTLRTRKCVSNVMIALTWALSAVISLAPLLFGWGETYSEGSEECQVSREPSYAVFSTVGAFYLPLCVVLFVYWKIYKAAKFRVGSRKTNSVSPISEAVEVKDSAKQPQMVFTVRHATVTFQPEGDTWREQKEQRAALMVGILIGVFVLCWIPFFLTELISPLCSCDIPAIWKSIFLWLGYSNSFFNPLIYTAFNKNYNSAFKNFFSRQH
# MOR-DOR ag = agonists of human mu-delta opioid receptor heterodimerization; P35372+P41143; cells, OPRM1-OPRD1 heterodimerization, luminescence; activation, % at 9.3 µM; hit rate 0.3% among 340,000; AID 504326; in the data active means activation above about 18%;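 further: 0% = vehicle-treated cells and 100% = reference agonist; values of inactives mirror those of a sister screen read the other way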
# AddAB inh = less growth of phage-infected E. coli with AddAB; hit rate 0.29% among 330,000; inhibition, % at 11.9 µM; E. coli expressing H. pylori AddAB, absorbance growth; in the data active means inhibition above about 12%;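 further: 0% = vehicle wells of infected cells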
# phage Ecoli inh = E. coli growth loss with phage present; AID 651602; growth absorbance; hit rate 0.26% among 360,000; inhibition, % at 11.9 µM; in the data active means inhibition above about 11%
# E coli growth = bacterial growth inhibition, counter-screen for AddAB inhibitors; hit rate 0.27% among 330,000; AID 449728; inhibition, % at 11.9 µM; E. coli V3065 growth, OD600 absorbance, 18 h;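 active means inhibition above the campaign's mean inhibition across all tested compounds plus 3 SD, cut at about 9.9% in these data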;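 further: uninfected addAB+ strain grown without phage in ampicillin broth; 0% = DMSO wells and 100% = ciprofloxacin 0.95 µg/ml wells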
# Mot1-301 SUMO = SUMOylation pathway inhibition by Mot1-301 growth rescue; S. cerevisiae Mot1-301 growth rescue, ATP luminescence, 38.5C; percent above DMSO median, 100 means doubled; growth rescue, % at 18.8 µM; hit rate 1% among 320,000; AID 2716;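 active means every valid replicate shows activation above 250% relative to neutral control wells; inactive means the rest, any valid replicate at or below 250%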;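 further: OY570 slx delta 5 strain wells were the positive control but not used for scaling; some compounds called inactive have numbers as strong as hits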
# PfHsp90 set2 = reduces growth (ATP signal) of yeast expressing P. falciparum Hsp90. S. cerevisiae expressing PfHsp90, BacTiter-Glo ATP, 48 h; yeast lacking PDR1 and PDR3 efflux regulators. inhibition, % at 9.4 µM. hit rate 0.32% among 310,000. AID 504621;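 active means every replicate shows inhibition above about 80%, whatever the replicate mean, limit read from the data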;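 further: 0% = DMSO neutral controls and 100% = 20 µM radicicol positive controls; yeast relying on Plasmodium falciparum Hsp90 in place of its own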
# PKA-R1A act = activates the PKA-R1A holoenzyme complex; P00514+P68181; PKA-R1A dissociation, Cy5-IP20 fluorescence polarization; scaled: DMSO 0%, 113 µM cGMP 100%; activation, % at 11.4 µM; hit rate 0.083% among 340,000;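 active means percent activation above the mean of all tested compounds plus 3 SD, cut at about 19% in these data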;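 further: higher means more PKAc released from R1A so a rise in polarization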
# MOR-DOR inv ag = inverse agonist of human OPRM1-OPRD1 heterodimerization. P35372+P41143. cell-based MOR-DOR heterodimer luminescence, inverse agonism. inhibition, % at 9.3 µM. hit rate 0.21% among 340,000; in the data active means inhibition above about 22%, passing the limit was not always enough;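 further: 0% = cells with DMSO and 100% = wells without cells with DMSO; values of inactives mirror those of a sister screen read the other way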
# Tat transport = inhibitors of E. coli Tat protein transport. E. coli MC4100 TorA-mCherry Tat export, fluorescence. inhibition, % at 10 µM. hit rate 0.036% among 340,000. AID 488895;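 active means mean replicate inhibition at least 50% and at least half of replicates individually reaching 50%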;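 further: exported cargo escapes ClpAP degradation while cytoplasmic cargo is degraded and loses fluorescence; 0% = median of neutral control wells and 100% = median of NaSCN control wells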
# Starred values were filed as active, the others as inactive; x = not tested or not shown. Outcome played no part in choosing rows (roughly 2.2% active in at least one column).
SMILES,PKA-R2B act,HTR5A inv ag,MOR-DOR ag,AddAB inh,phage Ecoli inh,E coli growth,Mot1-301 SUMO,PfHsp90 set2,PKA-R1A act,MOR-DOR inv ag,Tat transport
CN(C)c1ccc(NC(=O)CN2C3CCCC2CC(NC(=O)c2ccccc2)C3)cc1 (stereo unspecified),-2,-5,12,1.2,1.9,-2.5,6,13,5,-66,-9
CCSc1nnc(NC(=O)NCC(F)(F)F)s1,2,-17,0.4,3.0,2.3,0.2,x,3,-10,-2,-8
COc1ccc(NS(=O)(=O)c2cccc(C(=O)O)c2)cc1S(=O)(=O)N1CCCCC1,7,5,-5.1,-1.7,1.7,-2.9,10,-1,6,20,0
COc1cc(/C=C2/N=C(c3ccccc3)OC2=O)c(F)cc1OCc1ccccc1,2,-8,-1.3,1.8,3.2,-2.8,-10,12,6,7,-3
CCOc1ccc(CCNC(=O)c2cccc(C#N)c2)cc1OCC,7,13,-0.7,0.7,4.7,0.1,x,-32,-6,4,1
CCN(Cc1cc(=O)[nH]c2ccccc12)C(=O)C(C)C,-9,-6,-0.7,-0.8,2.6,-2.3,-30,9,0,4,7
CC(C)CN(CCNC(=O)CN1N=C(c2ccc(Cl)cc2)CCC1=O)CC(C)C,1,-2,-2.4,-0.2,-0.2,-0.9,-13,13,-4,13,-7
Cc1sc2nc(SCC(=O)NCCOCCO)n(C)c(=O)c2c1C,0,0,-1.7,3.3,3.7,-0.2,983*,14,-1,9,-4
COC(=O)[C@H]1[C@H]2C[C@@H]3c4[nH]c5cc(OC)ccc5c4CCN3C[C@H]2C[C@@H](OC(=O)/C=C/c2cc(OC)c(OC)c(OC)c2)[C@@H]1OC,-6,-12,3.4,-1.9,5.2,0.7,408,-3,3,-19,-3
CC1=C(C(=O)OC2CCCCC2)C(c2cccnc2)n2ncnc2N1 (stereo unspecified),-9,-19,-1.4,0.0,3.7,-0.8,-4,15,-14,7,-3
CCC(C(=O)O)P(=O)(c1ccc(Cl)cc1)c1ccc(Cl)cc1 (stereo unspecified),-8,3,-1.8,0.1,1.5,-0.8,5,-14,-9,9,1
COc1ccc(N2CCN(C(=O)Cc3csc(NC(=O)Nc4ccccc4OC)n3)CC2)cc1,-3,3,-0.5,0.1,3.5,0.8,157,x,5,3,6
Cc1ncc(CO)c(/C=N/NC(=O)c2ccc(O)cc2)c1O,-3,45,-1.2,1.6,-1.0,-2.4,0,-1,7,5,2
COc1ccccc1CCCNC(=O)C1CCC(=O)N(CCc2ccc(Cl)cc2)C1 (stereo unspecified),4,-12,-1.8,1.8,0.7,-0.2,37,-6,-2,10,5
CC12COC3(C(=O)N4CCN(c5ccccn5)CC4)CC1CCC32C (stereo unspecified),-2,-11,-0.7,2.9,3.0,0.6,-10,7,-4,4,-1
COc1ccc(C)cc1NC(=O)CN(c1ccc(C)cc1)S(C)(=O)=O,1,3,-2.2,4.9,4.7,1.4,11,-4,-7,12,-2
CCC(C)[C@H]1COCCS(=O)(=O)N1Cc1ccccc1F (stereo partly specified),3,-6,-0.7,-0.2,1.8,-5.2,20,6,-1,4,2
O=C(C[C@@H]1C/C=C\C[C@@H](Cc2ccc(F)cc2)C(=O)OC[C@@H](Cc2c[nH]c3ccccc23)NC1=O)NCCO,7,-2,-0.5,-1.1,4.7,-1.8,-10,13,0,3,6
OC(CNCCNc1ncccc1C(F)(F)F)COc1ccc(F)cc1 (stereo unspecified),0,-7,1.0,1.3,4.6,-1.9,-10,16,3,-5,-9
COc1ccc(CN(C(=O)c2oc3ccc(F)cc3c2C)C2CCS(=O)(=O)C2)cc1 (stereo unspecified),5,4,1.6,0.7,1.4,-1.2,44,3,-5,-9,9
O=C1NCCN(Cc2c(F)cccc2Cl)C1CC(=O)N1CCCO1 (stereo unspecified),-3,-6,0.3,-0.9,3.9,-2.2,9,31,-1,-2,-7
O=C(CP(=O)(CO)CO)c1ccc(Cl)cc1,2,3,0.5,-0.1,0.2,-0.7,4,-59,6,-3,7
Cc1cc2cc(C(c3nnnn3C3CCCC3)N(Cc3cccnc3)Cc3ccco3)c(=O)[nH]c2cc1C (stereo unspecified),-3,-25,-2.3,0.2,4.2,-1.6,3,x,5,12,5
COC(=O)[C@H]1C[C@@H]1[C@H](NS(=O)(=O)c1ccccc1)c1ccccc1,-7,-3,-0.8,3.4,3.0,-1.7,-17,4,4,4,-2
COCCn1c(=O)[nH]c2cc(C(=O)NCCCN3CCN(c4ccc(F)cc4)CC3)ccc2c1=O,3,1,-0.4,-3.4,-1.0,-2.2,-7,3,3,2,3

# The final 2 entries of the section above lead into the next:
SMILES,PKA-R2B act,HTR5A inv ag,MOR-DOR ag,AddAB inh,phage Ecoli inh,E coli growth,Mot1-301 SUMO,PfHsp90 set2,PKA-R1A act,MOR-DOR inv ag,Tat transport
COC(=O)[C@H]1C[C@@H]1[C@H](NS(=O)(=O)c1ccccc1)c1ccccc1,-7,-3,-0.8,3.4,3.0,-1.7,-17,4,4,4,-2
COCCn1c(=O)[nH]c2cc(C(=O)NCCCN3CCN(c4ccc(F)cc4)CC3)ccc2c1=O,3,1,-0.4,-3.4,-1.0,-2.2,-7,3,3,2,3
O=C(Cc1ccc2ccccc2c1)Nc1ccccc1Br,8,2,4.5,1.7,1.0,0.0,5,3,-5,-21,5
O=S(=O)(Nc1nc2ccccc2nc1OCC(F)(F)F)c1cccs1,-2,-9,-1.3,-0.3,-0.3,-0.3,1,-10,-7,7,-7
Cc1ccnc(NC(=S)NC(=O)/C=C/c2ccc(Cl)cc2)c1,4,-39,-1.6,2.7,2.8,0.3,12,10,-6,8,11
O=C1NC(=O)/C(=C\c2ccccc2Oc2ccc(F)c(F)c2)S1,-2,12,-1.7,4.1,0.0,0.7,6,x,1,8,4
Cc1ccc(S(=O)(=O)N(C)C)cc1NC(=S)NC(C)CCCC(C)C (stereo unspecified),-14,8,1.6,-0.5,3.4,-1.2,21,10,3,-10,5
Cc1cc(Cl)ccc1OCC(=O)OC(C)C(=O)NC(N)=O (stereo unspecified),-4,-8,-1.7,1.0,2.3,0.8,3,x,-1,9,-4
CCN(CC)S(=O)(=O)c1cccc(NC(=O)C2SC(=Nc3ccc(C)cc3C)C(C(=O)NC(C)COC)=C2N)c1 (stereo unspecified),-9,-37,-4.1,-1.6,3.2,-3.5,0,-22,-11,25,-6
CC1CCN(CCCNC(=O)CCCNC(=O)Cn2cnc3sc4c(c3c2=O)CCCC4)CC1,7,-26,3.0,-0.8,0.9,-1.1,-4,25,-4,-18,14
CCC(=O)N1CCc2cc(S(=O)(=O)CCC(=O)Nc3ccc(C)cn3)ccc21,0,-5,-1.0,1.3,5.4,-2.3,-15,7,-4,6,-2
CCOC(=O)NC1(Nc2ccc(C)cc2)Oc2ccccc2O1,5,15,0.4,3.3,2.2,0.8,445*,24,-10,-2,4
Cc1cc([N+](=O)[O-])ccc1-c1ccc(/C=N/NC(=O)c2ccc(Br)o2)o1,-1,-11,4.3,2.5,2.3,4.0,-10,-15,-4,-30,-12
Nc1n[nH]c(N)c1N=Nc1ccccc1F,-9,19,0.4,5.4,3.9,0.7,219,-30,2,-2,8
Cc1cccc(OCC2=N/C(=C\N(C)C)C(=O)O2)c1,-13,21,1.6,2.9,3.4,-1.5,-10,-20,-5,-7,-4
CCOC(=O)CSc1nsc(SCC(=O)OCC)c1C#N,-18,-6,-0.6,0.6,2.9,0.1,-7,-14,9,3,9
CCOC(=O)c1c(NC(=O)c2ccccc2C(=O)O)sc2c1CCC2,-8,2,-3.0,1.0,0.3,1.6,3,-1,11,15,1
COc1ccc(-n2c(C)cc(C(=O)Cn3c(NCCO)nc4ccccc43)c2C)cc1,4,-7,0.1,0.6,3.8,-0.6,100,1,5,-1,3
CC(=O)c1c(COC(=O)c2cccnc2)nc2ccccc2[n+]1[O-],-11,11,-0.9,1.8,0.8,-1.6,4,-1,-3,4,0
COc1ccc(OCC(=O)Nc2c3c(nn2-c2ccc(OC)cc2)CS(=O)(=O)C3)cc1,-6,-33,-2.2,0.6,-1.1,-0.9,2,-1,-9,12,-3
CC(=O)c1c2c3c(c(Br)ccc3n(C)c1=O)C(=O)c1ccccc1-2,-3,11,2.8,4.9,-0.6,3.7,-12,-32,-9,-14,0
CC1Cc2ccccc2N1C(=O)c1ccc(N2CCCCC2)c([N+](=O)[O-])c1 (stereo unspecified),6,3,4.5,2.6,4.5,3.1,x,0,13,-24,3
CCN(CCO)c1nc(NCc2ccccc2)c2cnn(C)c2n1,6,13,1.0,0.1,4.1,0.6,4,5,1,-5,3
CC(=O)c1cc(F)c(N2CCCC2)cc1C,-4,-12,-1.5,0.3,3.0,-4.3,16,3,-17,6,-2
C=CCSC1=C(C#N)C2(CCCCC2)C(C#N)C(=O)N1 (stereo unspecified),4,7,-1.2,1.7,4.0,1.2,-10,x,8,6,-2
COc1ccc(C(=O)N/N=C2\CCc3ccccc32)cc1OC,3,8,-0.9,-1.0,3.8,-1.3,54,-27,0,4,0
COCCN(C(=O)COC(=O)c1ccccc1Oc1ccccc1)c1c(N)n(Cc2ccccc2)c(=O)[nH]c1=O,-10,9,-1.8,-0.1,0.4,-2.6,12,-14,-15,8,-3
COc1ccc(-c2cn3ccsc3n2)cc1,5,-6,-0.5,0.2,4.2,-1.8,19,1,1,3,-8
CSc1ccc(-c2cc(=O)c3ccccc3o2)cc1,-8,-2,3.8,2.7,3.7,0.4,10,2,-10,-21,2
CCOc1ccc(-n2c(SCC(=O)Nc3nccs3)nc3c(c2=O)SCC3)cc1,-2,3,-1.5,0.0,1.7,0.2,12,-12,0,8,-7

# Compounds from the list above that have two or more sulfur atoms, in the order listed:
SMILES,PKA-R2B act,HTR5A inv ag,MOR-DOR ag,AddAB inh,phage Ecoli inh,E coli growth,Mot1-301 SUMO,PfHsp90 set2,PKA-R1A act,MOR-DOR inv ag,Tat transport
CCSc1nnc(NC(=O)NCC(F)(F)F)s1,2,-17,0.4,3.0,2.3,0.2,x,3,-10,-2,-8
COc1ccc(NS(=O)(=O)c2cccc(C(=O)O)c2)cc1S(=O)(=O)N1CCCCC1,7,5,-5.1,-1.7,1.7,-2.9,10,-1,6,20,0
Cc1sc2nc(SCC(=O)NCCOCCO)n(C)c(=O)c2c1C,0,0,-1.7,3.3,3.7,-0.2,983*,14,-1,9,-4
O=S(=O)(Nc1nc2ccccc2nc1OCC(F)(F)F)c1cccs1,-2,-9,-1.3,-0.3,-0.3,-0.3,1,-10,-7,7,-7
Cc1ccc(S(=O)(=O)N(C)C)cc1NC(=S)NC(C)CCCC(C)C (stereo unspecified),-14,8,1.6,-0.5,3.4,-1.2,21,10,3,-10,5
CCN(CC)S(=O)(=O)c1cccc(NC(=O)C2SC(=Nc3ccc(C)cc3C)C(C(=O)NC(C)COC)=C2N)c1 (stereo unspecified),-9,-37,-4.1,-1.6,3.2,-3.5,0,-22,-11,25,-6
CCOC(=O)CSc1nsc(SCC(=O)OCC)c1C#N,-18,-6,-0.6,0.6,2.9,0.1,-7,-14,9,3,9
CCOc1ccc(-n2c(SCC(=O)Nc3nccs3)nc3c(c2=O)SCC3)cc1,-2,3,-1.5,0.0,1.7,0.2,12,-12,0,8,-7
